From PubChem
OXTR ag – agonists of human oxytocin receptor. CHO-OTR cells, Fluo-8 calcium fluorescence; normalized: DMSO 0%, oxytocin 100%. AID 2435. 320,000 compounds, 0.32% hits. activation, % at 3 µM;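 active = activation above the mean of all tested compounds plus 3 SD, cutoff set per screening run, cut at about 20% in these data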;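 also: peak over basal fluorescence ratio from a 100 s FLIPR kinetic read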
Target sequence (P30559 whole entry, looked up): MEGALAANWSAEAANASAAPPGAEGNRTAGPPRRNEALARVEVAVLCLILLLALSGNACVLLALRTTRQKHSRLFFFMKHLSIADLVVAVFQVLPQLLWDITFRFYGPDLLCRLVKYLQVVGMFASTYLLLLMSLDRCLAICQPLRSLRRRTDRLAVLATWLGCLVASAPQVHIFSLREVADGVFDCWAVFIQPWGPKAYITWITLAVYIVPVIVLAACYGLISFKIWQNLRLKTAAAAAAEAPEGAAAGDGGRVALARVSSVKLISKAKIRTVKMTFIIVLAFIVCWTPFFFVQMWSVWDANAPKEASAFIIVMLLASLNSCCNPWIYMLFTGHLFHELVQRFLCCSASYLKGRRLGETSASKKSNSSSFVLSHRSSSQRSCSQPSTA
OXTR potentiator – potentiates the human oxytocin receptor response; CHO-OTR cells, Fluo-8 calcium fluorescence, potentiator mode; 0% = oxytocin EC15, 100% = EC100; 320,000 compounds, 0.061% hits; activation, % at 3 µM;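 active = activation above that plate's cutoff, the mean activation of tested compounds plus 3 SD, cut at about 6.6% in these data, passing the limit was not always enough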;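 also: 100% uses oxytocin at 75 nM as the full agonist control; some results filed as inactive read as strong as hits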
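test system = CHO-OTR cells, human receptor | compound = single-point 3.0 µM | schedule = 6 min compound pre-incubation at room temperature, 100 s kinetic read | signal = Fluo-8 no-wash calcium dye fluorescence, excitation 470-495 nm, emission 515-575 nm | repeats = single well per compound, singlicate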
M1 PAM parental – counter-screen for M1 PAMs: effect in parental CHO-K1 cells; ATP EC20, Fluo-8 calcium fluorescence; 0% at ATP EC20, 100% at ATP max; activation, % at 3 µM; 360,000 compounds, 0.02% hits; AID 602247;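 active = activation above the run cutoff, the mean activation of all test compounds plus 3 SD, cut at about 40% in these data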;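 also: peak over basal fluorescence ratio in a 140 s read after ATP addition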
GPR7 antag – blocks human GPR7 receptor signaling | GPR7-expressing cells, fluorescence antagonist assay | inhibition, % at 4.4 µM | 290,000 compounds, 1.1% hits; in the data active = inhibition above about 16%, passing the limit was not always enough;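 also: cells stimulated with the agonist NPW; 0% = agonist with vehicle and 100% = vehicle without agonist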
CHO-K1 Ca ag – counter-screen for M1 agonists: effect in parental CHO-K1 cells | Fluo-8 calcium fluorescence; scaled to maximal ATP response, vehicle zero | activation, % at 3 µM | 360,000 compounds, 0.48% hits | AID 602248; in the data active = activation above about 15%;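 also: untransfected CHO-K1 host cells lacking M1 receptor as counterscreen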
CHO-K1 Ca antag – M1 antagonist counterscreen hit in parental CHO-K1 cells; ATP-induced calcium, Fluo-8 fluorescence; inhibition, % at 3 µM; 360,000 compounds, 0.6% hits;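 active = inhibition above a per-plate cutoff, the plate's mean sample inhibition plus 3 SD, cut at about 24% in these data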;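 also: 0% = DMSO plus EC80 ATP and 100% = DMSO alone without ATP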
TAAR1 antag – human TAAR1 antagonism; inhibition, % at 3 µM; 360,000 compounds, 1.5% hits; Q96RJ0; CHO RD-HGA16 TAAR1, Fluo-8 calcium fluorescence, antagonist; AID 624466;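 active = inhibition above a per-plate cutoff, the mean inhibition of test compounds on that plate plus 3 SD, cut at about 49% in these data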;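 also: 0% = DMSO plus EC80 beta-PEA response and 100% = DMSO alone without agonist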
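System: CHO RD-HGA16 cells bearing hTAAR1. Reagent: EC80 β-phenethylamine stimulus. Schedule: seeding 17-24 h prior, 75-min 37 °C, 30-min RT dye loading. Signal: Fluo-8 intracellular calcium dye fluorescence, real-time kinetic reads. Read-out: % inhibition from peak post-agonist over basal fluorescence ratio. Benchmarks: vehicle wells and EC80 agonist wells. Replicates: n of 1.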
V1aR counter – activates human V1a receptor in oxytocin agonist counter-screen; P37288; CHO-V1R cells, Fluo-8 calcium fluorescence, agonist mode; 0% DMSO, 100% 3 nM vasopressin; 320,000 compounds, 0.25% hits; activation, % at 3 µM;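 active = activation above the mean activation of all tested compounds plus 3 SD, per screening run, cut at about 20% in these data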;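 also: signal is peak over basal fluorescence ratio across a 100 second FLIPR read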
Target sequence (P37288 whole entry, looked up): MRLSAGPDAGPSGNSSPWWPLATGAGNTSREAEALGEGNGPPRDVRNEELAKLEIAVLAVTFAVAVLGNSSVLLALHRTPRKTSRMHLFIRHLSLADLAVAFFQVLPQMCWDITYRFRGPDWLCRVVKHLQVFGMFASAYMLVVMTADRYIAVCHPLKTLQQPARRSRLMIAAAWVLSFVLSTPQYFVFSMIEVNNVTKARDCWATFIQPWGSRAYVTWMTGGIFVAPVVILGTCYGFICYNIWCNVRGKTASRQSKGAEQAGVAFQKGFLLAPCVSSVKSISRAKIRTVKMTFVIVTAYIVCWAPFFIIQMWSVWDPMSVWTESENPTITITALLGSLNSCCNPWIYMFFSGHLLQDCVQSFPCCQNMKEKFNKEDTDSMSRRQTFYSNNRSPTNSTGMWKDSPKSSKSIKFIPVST
CHO parental Ca – signal in parental CHO cells, OX1R antagonist counter-screen | parental CHO-K1, ATP-induced calcium, Fluo-8 fluorescence | inhibition, % at 5.6 µM | 330,000 compounds, 0.63% hits | AID 463079;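 active = inhibition above that plate's mean sample inhibition plus 3 SD, cut at about 26% in these data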;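 also: 0% = ATP-challenged DMSO wells and 100% = DMSO wells without ATP; some compounds past the cut are filed as inactive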
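material = parental CHO cells | also added = ATP as calcium-mobilizing challenge | dosing = single point at 5.6 µM | detection = intracellular calcium via Fluo-8 no-wash fluorescent dye | read-out = % inhibition | benchmarks = low control ATP plus DMSO, high control DMSO only | repeats = one well per compound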
The depositor's hits bear a star; . = not tested or not shown.

SMILES | OXTR ag | OXTR potentiator | M1 PAM parental | GPR7 antag | CHO-K1 Ca ag | CHO-K1 Ca antag | TAAR1 antag | V1aR counter | CHO parental Ca
COc1ccc(-c2nnn(CC(=O)N(CCN3CCOCC3)C(C(=O)NC3CCCCC3)c3ccco3)n2)cc1 (stereo unspecified) | -2.2 | -1 | 10 | 2 | -1.5 | -9 | 10 | -0.9 | -19
COc1ccc(/C=N/NC(=O)CSCc2ccc([N+](=O)[O-])cc2)cc1OC | 2.5 | -9 | 18 | 4 | 1.4 | -11 | 5 | 4.1 | -12
O=C(Nc1ccc(C(=O)N2CCCC2)cc1)c1ccccc1Br | -0.7 | -3 | 19 | -4 | 1.1 | -14 | -21 | 1.0 | 8
CC(C)NC(=S)N1CCN(C/C=C/c2ccccc2)CC1 | 6.6 | -12 | 15 | -9 | 2.1 | -4 | 13 | 4.4 | -3
O=S(=O)(Nc1ccc(O)c(NS(=O)(=O)c2ccccc2)c1)c1ccccc1 | -0.5 | -7 | -16 | -13 | 0.8 | -4 | -18 | -0.3 | -15
CCOC(=O)N1CCC(NC(=O)CSc2cc(=O)n(C)c3ccccc23)CC1 | -1.8 | -3 | 10 | -7 | 0.2 | -16 | -17 | 0.0 | -3
CCCC(=O)Nc1nnc(-c2ccc3c(c2)OCO3)s1 | 2.3 | -1 | -17 | -4 | 0.7 | 12 | -1 | 1.2 | -2
O=C(NCCCn1ccnc1)c1ccncc1 | -0.6 | -3 | 17 | -3 | 0.2 | -8 | -8 | 0.1 | 9
COc1ccc(/C=N/NS(=O)(=O)c2ccccc2)cc1OS(=O)(=O)c1ccccc1 | 0.4 | -1 | 10 | -2 | 1.3 | -1 | 1 | 1.4 | -6
CSc1nc2ccc(NC(=O)C3CC(=O)N(Cc4ccccc4)C3)cc2s1 (stereo unspecified) | 2.3 | -8 | 13 | -8 | 0.3 | 9 | 26 | 0.8 | -5
O=C(CN1C(=O)NC2(CCCCC2)C1=O)N1CCN(S(=O)(=O)c2cccc([N+](=O)[O-])c2)CC1 | -0.2 | -1 | 5 | . | 0.2 | -13 | 1 | 1.3 | -4
COC(=O)c1ccc(NC2=C(Cl)C(=O)OC2OC(=O)c2ccccc2)cc1 (stereo unspecified) | 1.3 | -26 | 9 | 3 | 4.8 | -18 | 39 | 4.4 | -1
COc1ccc(NC(=O)Cn2nnc(C(=O)NCc3cccs3)c2N)cc1 | -0.1 | -7 | 18 | -7 | 1.2 | -9 | -9 | 1.7 | 0
C=CCNc1ccccc1S(=O)(=O)NCc1ccccc1 | . | . | 16 | . | 1.1 | -12 | -13 | . | -23
O=C(CN1C(=O)c2ccccc2S1(=O)=O)N1CCN(Cc2ccc3c(c2)OCO3)CC1 | 9.4 | -15 | 15 | 0 | 5.4 | -5 | 0 | 6.5 | 4
CCN1CCN(Cc2nc3c(c(=O)n(C)c(=O)n3C)n2Cc2cccc3ccccc23)CC1 | 2.4 | 0 | 14 | -12 | 1.6 | -19 | -24 | 2.9 | -12
COc1cc(C(CC(=O)Nc2ccc(Cl)cn2)N2Cc3ccccc3C2=O)cc(OC)c1OC (stereo unspecified) | -1.1 | -3 | -13 | -21 | 1.0 | -15 | -23 | 7.2 | -16
O=C(Nc1cccc2ccccc12)/C(=C/c1ccc([N+](=O)[O-])cc1)NC(=O)c1ccccc1 | -0.7 | -10 | -5 | -6 | 1.6 | 1 | 25 | 0.2 | -8
Cc1ccc(-c2noc(CCC(=O)N3CCN(c4cccc(C(F)(F)F)c4)CC3)n2)cc1 | 0.9 | -18 | 16 | -4 | 0.1 | -6 | -1 | 1.1 | 4
Cn1c(SCC(=O)NC(C)(C)C)nnc1-c1ccc(C(C)(C)C)cc1 | 2.5 | 0 | 8 | -2 | 3.2 | -2 | -7 | 2.4 | -2
CCN(C[C@H]1N[C@@](CC)(C(=O)OC)[C@H]2C(=O)N(C)C(=O)[C@@H]12)C(=O)Nc1ccc(C)cc1 | 0.4 | 8 | -3 | . | 0.0 | -6 | 8 | 0.7 | -20
COC(=O)c1c(-c2ccccc2)noc1C | 0.5 | -1 | -13 | 7 | 0.0 | 6 | -10 | -0.8 | -2
O=S(=O)(c1ccc(Br)cc1)N1CCN(Cc2ccco2)CC1 | -0.8 | -9 | -5 | -5 | 0.5 | 6 | -7 | 0.7 | 0
CC(C)(Oc1ccc(CCNC(=O)c2ccc(-c3ccc(Cl)cc3)o2)cc1)C(=O)O | -1.1 | -6 | 11 | -3 | 3.4 | 1 | -1 | 0.0 | -10
Cc1cc(C)cc(C(O)c2ncc(-c3ccccc3C)[nH]2)c1 (stereo unspecified) | . | . | 11 | . | 1.2 | -5 | 4 | . | .

Carrying on:
SMILES | OXTR ag | OXTR potentiator | M1 PAM parental | GPR7 antag | CHO-K1 Ca ag | CHO-K1 Ca antag | TAAR1 antag | V1aR counter | CHO parental Ca
CC(c1ccccc1)N(C)C(=O)CN1CCN(S(=O)(=O)c2ccc3c(c2)OCCCO3)CC1 (stereo unspecified) | 1.6 | -7 | 7 | . | 5.0 | -15 | 4 | 12 | -25
O=C(NCCn1cc(SCC(=O)N2CCOCC2)c2ccccc21)c1c(F)cccc1F | 0.5 | 0 | 4 | -15 | 2.7 | -2 | 28 | 1.9 | -10
CC(C)CC(=O)Nc1c2c(nn1-c1cccc(Cl)c1)CS(=O)C2 (stereo unspecified) | -0.4 | -10 | -8 | 5 | 1.1 | -7 | -4 | 0.1 | 1
CCn1c(=NC(=O)CCS(=O)(=O)c2ccccc2)sc2cccc(OC)c21 | 1.2 | -15 | 8 | 14 | 2.0 | -5 | 24 | 2.3 | 56*
N=c1ccn(Cc2ccc([N+](=O)[O-])cc2)cc1 | -0.8 | 3 | 15 | -3 | 4.0 | -4 | -42 | -0.2 | -9
COc1ccccc1C(=O)NNC(=O)c1ccc(NC(=O)CC(C)C)cc1 | 0.0 | -7 | 16 | 1 | 0.8 | -17 | -16 | -0.3 | 2
CC(=O)Nc1nc(C)nc(-c2ccccc2OC(C)=O)n1 | 0.5 | -3 | 17 | -7 | 0.8 | -14 | . | 0.0 | 4
COc1ccc(N(C)C(=S)Nc2ccc3nc(C)c(C)nc3c2)cc1 | 0.1 | 0 | 18 | -5 | 2.3 | 8 | -16 | 0.1 | -13
COc1cccc(-c2cc(C(F)(F)F)nc(-n3cccn3)n2)c1 | -2.9 | -8 | -23 | -5 | -0.1 | -10 | -5 | -2.2 | -20
CCCCn1c(N)c(N(CCOC)C(=O)C2CC(=O)N(Cc3ccco3)C2)c(=O)[nH]c1=O (stereo unspecified) | 1.8 | -4 | -10 | . | -0.2 | 0 | -14 | -0.2 | 1
CCOC(=O)C1=C2c3ccc4ccccc4c3CC(C)(C)N2C(=O)C1=O | -2.9 | -8 | 23 | -6 | 0.3 | -6 | -44 | -0.9 | -37
OCCNCc1cc(Br)ccc1OCc1ccccc1 | 5.1 | -3 | 4 | 9 | 0.8 | 1 | -12 | 2.8 | -6
C/C(CC(=O)Nc1ccc(N(C)C)cc1)=N\NC(=O)c1ccc(C(C)(C)C)cc1 | -1.5 | -6 | 2 | 7 | -0.1 | 2 | 16 | -0.1 | -13
c1ccc(-c2noc(-c3ccco3)n2)nc1 | 1.6 | 5 | 7 | -9 | -0.2 | -1 | 2 | 0.8 | -6
Cc1c(C(=O)N2CCC[C@H]2CO)oc2c(F)cccc12 | -0.8 | 4 | 4 | -9 | 0.0 | 2 | -5 | -0.1 | -12
Cc1[nH]c(=O)c(C#N)c(C)c1Cl | -0.6 | 1 | 12 | -14 | -0.4 | -6 | -19 | 0.6 | 6
O=C(O)c1ccc(NC2=C(n3nnc4ccccc43)C(=O)c3ccccc3C2=O)cc1 | 0.5 | 1 | 14 | -16 | -0.2 | -11 | -8 | 0.2 | 6
COc1ccc(N2CCN(C(=O)C(=O)c3c(C)n(C)c4ccccc34)CC2)cc1 | 0.5 | 0 | -10 | 3 | -0.2 | 6 | -2 | 1.6 | -21
C[C@]1(C(=O)NCCN2CCOCC2)C=C[C@@H](Cc2ccccc2)N1C(=O)c1ccccc1 | -0.3 | 4 | 30 | -5 | 0.8 | -27 | 1 | -0.6 | -17
O=C1NC(=O)C2(CCCC2c2ccccc2)N1 (stereo unspecified) | . | . | 12 | . | 0.1 | -8 | 9 | . | .
Cc1ccc(-n2cc(CNCCCn3cccn3)c(-c3cccc(C)c3)n2)cc1 | 5.7 | -7 | 2 | 10 | 1.2 | -10 | -9 | 1.1 | -16
CCOC(=O)N1CCN(C2CCCN(C(=O)c3cccc(N(C)C)c3)C2)CC1 (stereo unspecified) | 0.0 | -1 | 15 | -5 | 0.6 | -14 | -20 | 0.5 | 1
CC(C)NC(=O)C1(C#N)C=C1c1ccccc1 (stereo unspecified) | . | . | 9 | . | 1.1 | -7 | -17 | . | .
C=CCN1C(=O)CSC1=Nc1ccc(NC(C)=O)cc1 | 0.3 | -1 | 12 | -3 | 0.9 | -8 | -28 | -0.5 | -1
NS(=O)(=O)c1ccc(CNC(=O)c2cc(-c3cccnc3)nc3ccc(Br)cc23)cc1 | -0.4 | -5 | 13 | -7 | 0.1 | -6 | -6 | 0.0 | -13

Later entries.
SMILES | OXTR ag | OXTR potentiator | M1 PAM parental | GPR7 antag | CHO-K1 Ca ag | CHO-K1 Ca antag | TAAR1 antag | V1aR counter | CHO parental Ca
Cc1ccc(C(=O)CCC(=O)Nc2cccc(C)c2)cc1 | . | . | 11 | -22 | 0.6 | -4 | -2 | . | .
COc1ccc(C2C(C(=O)c3ccc(C)o3)=C(O)C(=O)N2CC2CCCO2)cc1OC (stereo unspecified) | 0.3 | 0 | 8 | -19 | 3.2 | -7 | -7 | 0.2 | -3
O=C(CSc1nccc(=O)[nH]1)NC1CCCC1 | 0.5 | 4 | 12 | -7 | 0.9 | -14 | -5 | -0.4 | -10
Cc1nnc(NCc2ccncc2)c2ccccc12 | 0.7 | -10 | 16 | -1 | 0.0 | -12 | 5 | 1.2 | -4
O=C(NCC(c1cccs1)N1CCOCC1)c1cc([N+](=O)[O-])cc([N+](=O)[O-])c1 (stereo unspecified) | -0.9 | 1 | -8 | 6 | 0.2 | 11 | 2 | 0.7 | -6
CC(=O)c1c(N2CCN(CCO)CC2)nc(=S)n(-c2ccccc2)c1C | -0.5 | -14 | 28 | -10 | 0.6 | -16 | -7 | 0.2 | -4
COc1ccc(-c2nc3ccc(Cl)cn3c2Cc2ccccc2)cc1OC | . | . | 15 | . | 0.0 | -21 | -9 | . | .
CS(=O)(=O)C1=NSC2=NC(=O)/C(=C\c3ccc(OC(=O)c4ccco4)c(Br)c3)C(=N)N21 | 0.1 | -7 | 3 | 17 | 2.2 | -7 | -34 | 0.5 | 4
